CHRM1 PAM: human CHRM1 positive allosteric modulation. CHO-K1 hM1, Fluo-8 calcium fluorescence, ACh EC20; 0% = ACh EC20, 100% = maximal ACh. activation, % at 3 µM. actives 0.088% (n = 360,000). AID 588819; in the data active = activation above about 19%, passing the limit was not always enough
Target sequence (P11229 whole entry, looked up): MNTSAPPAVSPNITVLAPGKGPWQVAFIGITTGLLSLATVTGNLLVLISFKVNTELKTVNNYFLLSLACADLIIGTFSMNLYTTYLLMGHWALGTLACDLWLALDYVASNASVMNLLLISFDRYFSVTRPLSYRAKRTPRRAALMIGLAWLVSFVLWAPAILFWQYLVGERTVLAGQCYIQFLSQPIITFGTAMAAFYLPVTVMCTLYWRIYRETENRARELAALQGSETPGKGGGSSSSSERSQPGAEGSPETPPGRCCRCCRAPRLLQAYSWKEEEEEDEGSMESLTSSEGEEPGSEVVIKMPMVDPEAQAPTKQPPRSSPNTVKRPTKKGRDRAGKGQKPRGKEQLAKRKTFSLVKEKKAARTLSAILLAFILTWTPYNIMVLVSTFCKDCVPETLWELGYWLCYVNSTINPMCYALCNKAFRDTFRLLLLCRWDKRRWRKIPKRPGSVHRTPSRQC
CHRM4 antagonist: antagonists of human muscarinic M4 receptor (CHRM4) | P08173 | CHO-hM4 cells, ACh EC80, Fluo-8 calcium fluorescence | inhibition, % at 3 µM | actives 0.73% (n = 360,000);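 active = inhibition above its plate's cutoff, the mean inhibition of sample wells plus 3 SD, cut at about 27% in these data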;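 note: 0% = acetylcholine EC80 with DMSO and 100% = DMSO without agonist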
Target sequence (P08173 whole entry, looked up): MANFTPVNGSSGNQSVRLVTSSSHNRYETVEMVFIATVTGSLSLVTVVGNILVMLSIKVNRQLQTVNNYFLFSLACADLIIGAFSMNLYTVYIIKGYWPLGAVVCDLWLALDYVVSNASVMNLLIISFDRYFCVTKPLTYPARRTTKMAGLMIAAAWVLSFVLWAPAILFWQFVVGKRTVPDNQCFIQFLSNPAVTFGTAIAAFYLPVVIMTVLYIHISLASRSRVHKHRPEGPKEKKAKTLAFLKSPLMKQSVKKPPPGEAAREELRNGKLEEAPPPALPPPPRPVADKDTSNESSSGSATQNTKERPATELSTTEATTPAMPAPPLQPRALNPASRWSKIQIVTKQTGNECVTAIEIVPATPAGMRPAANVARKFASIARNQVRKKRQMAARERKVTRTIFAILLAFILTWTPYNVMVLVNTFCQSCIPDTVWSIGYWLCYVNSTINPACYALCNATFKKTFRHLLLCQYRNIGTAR
CHRM5 PAM: potentiates acetylcholine response at human M5 receptor | P08912 | CHO-K1 hM5, Fluo-8 calcium, ACh EC20 PAM; 0% = ACh EC20, 100% = ACh EC100 | activation, % at 3 µM | actives 0.3% (n = 360,000);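 active = activation above the run cutoff, the mean activation of all test compounds plus 3 SD, cut at about 18% in these data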
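system = human M5 receptor in CHO-K1 cells | compound = one concentration, 3 µM final (nominal) | schedule = Post-acetylcholine fluorescence recording 140 s | signal = Fluo-8 calcium dye fluorescence, kinetic read | benchmarks = low control EC20 acetylcholine (0%), high control EC100 acetylcholine (100%) | repeats = singlicate, one well per test compound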
CHRM1 agonist: activates human CHRM1 receptor. actives 0.33% (n = 360,000). activation, % at 3 µM. CHO-K1 hM1, Fluo-8 calcium fluorescence, agonist mode; 0% DMSO, 100% acetylcholine EC100. P11229;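 active = activation above the run's mean compound activation plus 3 SD, cut at about 16% in these data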;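 note: peak over basal fluorescence ratio within a 140 s kinetic read after compound addition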
CHRM1 antagonist: blocks human M1 muscarinic receptor; CHO-K1 hM1, Fluo-8 calcium fluorescence, ACh EC80 antagonist; inhibition, % at 3 µM; actives 1.3% (n = 360,000); P11229; AID 588852;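 active = percent inhibition above its own plate's cutoff, namely the mean of that plate's compound wells plus 3 SD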;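 note: peak over basal fluorescence ratio during 140 s after agonist addition; 0% = ACh EC80 plus DMSO and 100% = DMSO alone without agonist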
CHRM4 agonist: agonists of human muscarinic M4 receptor (CHRM4) | P08173 | CHO-K1 hM4/Gqi5, Fluo-8 calcium fluorescence; vehicle 0%, full acetylcholine response 100% | activation, % at 3 µM | actives 0.14% (n = 360,000) | AID 624127;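 active = activation above the run mean over all test wells plus 3 SD, cut at about 32% in these data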;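 note: peak over basal fluorescence ratio per well then scaled between controls; 0% = DMSO wells and 100% = acetylcholine at EC100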
M5 ag: agonists of human muscarinic M5 receptor (CHRM5). P08912. CHO-K1 hM5 cells, Fluo-8 calcium fluorescence; 0% DMSO wells, 100% maximal acetylcholine response. activation, % at 3 µM. actives 0.19% (n = 360,000). AID 624037;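 active = activation above the run's mean over test compounds plus 3 SD, cut at about 23% in these data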;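 note: signal is peak over basal fluorescence ratio across the kinetic read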
CHRM5 antagonist: CHRM5 antagonism in calcium assay; P08912; CHO-hM5 cells, Fluo-8 calcium fluorescence, ACh EC80; inhibition, % at 3 µM; actives 0.59% (n = 360,000); AID 624040;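 active = inhibition above a per-plate cutoff, the mean of that plate's test compounds plus 3 SD, cut at about 27% in these data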;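 note: 0% = acetylcholine EC80 with DMSO and 100% = DMSO without agonist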
TAAR1 agonist: human TAAR1 agonism; Q96RJ0; CHO RD-HGA16 TAAR1, Fluo-8 calcium fluorescence; vehicle wells 0%, saturating PEA agonist 100%; activation, % at 3 µM; actives 0.99% (n = 360,000);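 active = activation above the mean activation of all test compounds in the run plus 3 SD, cut at about 38% in these data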
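System: CHO RD-HGA16 cells carrying human TAAR1 plus Gα16; Incubation: 17-24 h seeding, 75 min 37 °C dye, 30 min RT; Measured by: Fluo-8 fluorescence, 5 s baseline then 140 s kinetic read; Control set: DMSO and PEA EC100; Replication: single well for each compound.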
Numbers without * were called inactive; · = no result given. This is a subset; the hit share may differ from the screen's.

SMILES	CHRM1 PAM	CHRM4 antagonist	CHRM5 PAM	CHRM1 agonist	CHRM1 antagonist	CHRM4 agonist	M5 ag	CHRM5 antagonist	TAAR1 agonist
COc1cc(CNC(=O)Nc2nnc([C@H]3C[C@H](O)[C@@H](CO)O3)s2)cc(OC)c1OC	11	-9	-1	2	-16	1	1	-3	3
Cc1ccc(C)c(CN2CCCN(Cc3cc(C)ccc3C)S2(=O)=O)c1	5	3	0	-3	-2	0	-7	2	7
CC1CCCC(NC(=O)COC(=O)c2sc3ccccc3c2Cl)C1C (stereo unspecified)	13	-5	1	-6	-17	0	-2	-1	-2
CN1CCN(C(=O)CN(CCc2ccccc2)S(C)(=O)=O)CC1	0	1	-3	-12	-16	1	-6	-7	0
CC(=O)NN(O)C1N(C)C(=O)N(Cc2ccccc2)C1(C)C (stereo unspecified)	2	-8	-9	-3	-2	1	0	13	2
CSc1n[nH]c(NCc2ccccc2)n1	11	-11	5	-3	-25	2	-3	-10	12
O=C(c1ccc2c(=O)n3c(nc2c1)CCCCC3)N1CCN(c2ccc(Cl)cc2)CC1	-6	-20	3	-12	-10	1	-1	-15	-1
CC(Oc1ccc(Cl)cc1)C(=O)NCCCn1ccnc1 (stereo unspecified)	-7	0	5	-11	9	1	-3	-8	14
COC(=O)c1c(NC(=O)CSc2n[nH]c(N)n2)sc(C)c1C	11	-6	-8	4	-14	0	-5	4	2
CCc1ccc(N(C(C)=O)c2nc(CCl)cs2)cc1	6	1	5	-10	-5	2	-2	0	0
CCCCCn1c(=S)[nH]c2ncccc2c1=O	12	-7	0	1	-6	1	-3	1	9
COC(=O)c1ccc(CNC(=O)CSC(C)C(=O)Nc2cc(C)on2)cc1 (stereo unspecified)	7	3	4	-4	-6	0	0	-2	3
Cn1cccc1Cc1nnc(SCC(=O)Nc2cccc(Cl)c2)n1-c1ccc(F)cc1	8	0	2	2	-11	2	3	-1	2
Cc1ccc(C)c(OCC(O)CN2CCC(CN3C(=O)c4cccc5cccc(c45)C3=O)CC2)c1 (stereo unspecified)	-6	7	-5	-12	-6	6	-4	1	10
Cc1ccc(Sc2ccncc2S(N)(=O)=O)cc1	-3	-2	-10	1	11	1	-4	10	5
CCCn1c(N)c(C(=O)COC(=O)CCS(=O)(=O)c2ccc(C)cc2)c(=O)[nH]c1=O	4	-8	4	-2	0	0	-1	-10	2
CC(=O)Nc1ccc(NC(=O)[C@@H]2CCCC[C@@H]2C(=O)O)cc1	2	0	2	0	-5	1	5	-10	4
Cc1ccc(S(=O)(=O)N2CCOCC2)cc1NC(=O)COC(=O)/C=C/c1ccc(F)cc1	-1	-5	7	-1	2	2	3	7	1
O=C(CN1CCC(C(=O)c2cccc(Cl)c2)CC1)Nc1cccc(C(=O)O)c1	4	-2	-5	-7	0	1	0	1	4
O=C(NNC(=O)c1ccc2nonc2c1)Nc1ccc(Cl)cc1	9	-8	5	1	-13	3	6	-9	8
CCOC(=O)Cc1nnc(NC(=O)Nc2ccccc2)s1	4	-1	2	1	-16	1	1	9	45*
CCOc1ccc(OCCN2C(=O)NC(Cc3c[nH]c4ccccc34)C2=O)cc1 (stereo unspecified)	4	11	-5	-1	-2	9	1	3	4
COc1ccc(S(=O)(=O)NCc2ccncc2)cc1NC(=O)c1ccc(Cl)cc1	1	-8	-1	-2	-3	13	-2	5	2
CN(c1ccccc1)S(=O)(=O)c1ccc(Cl)c(C(=O)NCc2ccco2)c1	-7	-2	-5	-4	2	4	0	13	3
O=C(Nc1cccnc1)c1cnc2ccccc2n1	-3	-14	-3	-3	-1	3	-1	1	15

An excerpt from above in order of molar mass, ascending.
SMILES	CHRM1 PAM	CHRM4 antagonist	CHRM5 PAM	CHRM1 agonist	CHRM1 antagonist	CHRM4 agonist	M5 ag	CHRM5 antagonist	TAAR1 agonist
CCc1ccc(N(C(C)=O)c2nc(CCl)cs2)cc1	6	1	5	-10	-5	2	-2	0	0
CC(=O)Nc1ccc(NC(=O)[C@@H]2CCCC[C@@H]2C(=O)O)cc1	2	0	2	0	-5	1	5	-10	4
COc1ccc(S(=O)(=O)NCc2ccncc2)cc1NC(=O)c1ccc(Cl)cc1	1	-8	-1	-2	-3	13	-2	5	2
Cc1ccc(S(=O)(=O)N2CCOCC2)cc1NC(=O)COC(=O)/C=C/c1ccc(F)cc1	-1	-5	7	-1	2	2	3	7	1
Cc1ccc(C)c(OCC(O)CN2CCC(CN3C(=O)c4cccc5cccc(c45)C3=O)CC2)c1 (stereo unspecified)	-6	7	-5	-12	-6	6	-4	1	10

Continuation:
SMILES	CHRM1 PAM	CHRM4 antagonist	CHRM5 PAM	CHRM1 agonist	CHRM1 antagonist	CHRM4 agonist	M5 ag	CHRM5 antagonist	TAAR1 agonist
CCC(=O)Nc1nc(-c2ccccc2)nc(SC)c1C(C)=O	8	-9	0	0	-7	0	-3	9	3
C[C@H]1CN([C@@H](C)CO)C(=O)c2cc(Br)cnc2O[C@@H]1CN(C)C(=O)CN(C)C	-5	-6	-2	-4	4	0	1	-8	4
Cc1ccc(F)cc1S(=O)(=O)Nc1cccc(C(=O)N2CCCC(C(N)=O)C2)c1 (stereo unspecified)	-4	-12	0	0	5	0	4	-7	1
CC1Cc2cc(/C=C3/SC(N4CCC(C(N)=O)CC4)=NC3=O)ccc2O1 (stereo unspecified)	2	0	3	-5	-11	0	-3	8	1
COc1cccc2cc(C(C)N(CCCN3CCOCC3)C(=S)Nc3cccc(C)c3C)oc12 (stereo unspecified)	14	-2	8	-5	-22	0	0	-1	39*
CCC(C)Nc1nc(N)c([N+](=O)[O-])c(NC2CCCCC2)n1 (stereo unspecified)	7	-8	2	-1	-7	0	-3	-2	-2
c1cncc(CN2CCN(c3cc(-c4cnc5ccccc5c4)nc4ccnn34)CC2)c1	-2	2	-2	-5	-1	1	0	-2	2
Cc1ccc(C(=O)c2c3ccc(C(F)(F)F)cc3[n+]([O-])n2CCCN)cc1	7	0	8	-5	0	4	1	-3	16
CCOCc1nnc(NS(C)(=O)=O)s1	10	0	-2	0	1	0	0	-2	22
O=C(O)c1ccc2c(=O)n(-c3ccc(F)c(Cl)c3)c(=S)[nH]c2c1	8	6	4	-2	-4	0	-3	-6	0
CSc1ccc(CN(C)CC(=O)NC(C)c2ccccc2)cc1 (stereo unspecified)	7	1	3	-8	-3	0	-5	7	2
Cc1nn(-c2nc3ccccc3s2)c(C)c1Oc1ccccc1O	-3	32*	-8	-5	-4	37*	3	0	·
O=C(Cc1cn2ccsc2n1)Nc1nc2c(s1)CN(Cc1ccccc1)CC2	-8	-3	0	-6	12	1	-4	-3	7
Clc1ccc(-c2nnc3cccc(Cl)n23)c(Cl)c1	11	0	-6	-5	-14	0	-3	2	10
O=C(NNC(=O)c1ccc([N+](=O)[O-])cc1C(=O)O)c1ccncc1	6	5	-4	-6	-7	1	-3	5	1
c1ccc(OCC2CCNCC2)nc1	-3	19	-5	-6	8	1	-2	8	4
COc1ccc(NC(=O)c2cc(-c3cc(F)ccc3OCC3CCCO3)n[nH]2)cc1OC (stereo unspecified)	0	7	-9	-4	-4	12	1	8	7
CS(=O)(=O)Nc1cccc(C2=NN(S(=O)(=O)c3ccccc3)C(c3ccco3)C2)c1 (stereo unspecified)	5	2	-3	-5	2	1	-1	-5	2
CCOc1ccc(Nc2ncnc3c2cnn3Cc2ccccc2)cc1	5	-6	-2	-5	-6	2	1	3	9
CCOc1ccc(Oc2ccc(NC(=O)CSc3nncn3C)cc2)cc1	10	-7	-2	1	0	2	0	2	1
CC(=O)c1cccc(NC(=O)COC(=O)[C@@H](NC(=O)OCc2ccccc2)C(C)C)c1	-17	-3	-18	2	16	14	1	16	20
CC/C(=N\O)c1ccc(OC)c(OC)c1	11	-6	5	-2	-32	1	-3	-3	6
CCCN1C(=S)SC(C)(C)C1/[N+]([O-])=C/c1cccnc1 (stereo unspecified)	1	-7	-1	-5	-4	0	-5	-5	5
COc1ccc(CCNC(=O)CSCc2ccc([N+](=O)[O-])cc2)cc1	7	-2	-6	-7	-9	1	-1	-1	0
COc1ccc(S(=O)(=O)N2CCOC2CNC(=O)C(=O)NCCc2ccccc2)cc1 (stereo unspecified)	9	-23	-2	-1	-10	5	3	-6	27
Next results.
SMILES	CHRM1 PAM	CHRM4 antagonist	CHRM5 PAM	CHRM1 agonist	CHRM1 antagonist	CHRM4 agonist	M5 ag	CHRM5 antagonist	TAAR1 agonist
OC(c1ccccc1)c1nc(-c2ccc(Cl)cc2)cs1 (stereo unspecified)	2	-21	6	-2	-9	4	-2	-7	1
O=C(CSc1nc(O)cc(=O)n1-c1ccc(Cl)c(Cl)c1)Nc1ccc(Cl)cc1Cl	5	-7	4	-2	0	0	-4	-5	1
CC1(C)CC(NS(=O)(=O)c2ccc(C(C)(C)C)cc2)CC(C)(C)N1	-1	9	5	-1	5	0	-7	11	8
C/C(=N\Nc1nc2c(s1)CCCC2)c1ccc(Cl)cc1	7	-2	1	-5	-6	0	0	-9	4
c1ccc(CCN(Cc2ccccc2)Cc2nc(C3CC3)no2)cc1	2	-8	-5	-6	-2	-1	1	6	38*
CSc1nc(-c2ccc(F)cc2)cc(=O)[nH]1	-2	1	-4	-4	1	1	0	-2	2
COc1ccc(NC(=O)C2CC(c3ccc(OC)c(OC)c3)=NO2)cc1OC (stereo unspecified)	5	13	4	-4	-8	0	2	-9	12
CCCn1c2ccc(C)cc2c2nnc(SCCN3CCOCC3)nc21	1	-1	-4	-8	-3	12	0	6	5
COc1cccc(NC(=O)c2ccccc2-c2ccccc2)c1	5	-10	-9	-3	-2	1	2	-6	3
CCOc1ccc(-n2c(C)cc(/C=C3/C(=N)N4C(=NC3=O)SN=C4S(C)(=O)=O)c2C)cc1	0	-8	1	-10	-4	2	1	-5	-1
COC(=O)c1ccc(C2C(C(=O)c3cc4ccccc4o3)=C(O)C(=O)N2CCCN(C)C)cc1 (stereo unspecified)	4	-2	-4	-4	-3	0	-2	-7	5
CC(=O)Nc1ccc(-c2ccc3nnc(C)n3n2)cc1	3	2	1	-2	-18	1	3	6	1
c1ccc(-c2nc3c4ccccc4ccn3c2CN2CCCCC2)cc1	16	-2	-1	-6	-16	-2	-2	1	0
Cc1ccccc1Nc1cc(C(=O)NCC2CCCO2)c2ccccc2n1 (stereo unspecified)	1	0	-3	3	-14	3	2	-1	1
O=C(NNc1cccc(Cl)n1)C(F)(F)F	0	5	6	-4	-1	1	2	-9	1
Cc1noc(C)c1C(=O)OCC(=O)NCCC1=CCCCC1	4	-2	-4	-3	-9	0	-3	2	1
Cc1ccccc1Cn1cc(NC(=O)c2noc3c2CC(C(C)(C)C)CC3)cn1 (stereo unspecified)	-4	-8	2	-1	13	-1	2	-2	39*
COC(=O)c1ccc(NS(=O)(=O)c2cccc3cccnc23)cc1	1	-3	-8	-4	-3	1	3	-1	7
CS(=O)(=O)NN1C(=O)c2ccccc2NC1c1cccs1 (stereo unspecified)	-5	-4	0	-8	1	3	2	-12	9
